Assay outcomes as filed in PubChem BioAssay.
MCL1 BIM primary: disrupts human MCL1 binding to BIM-BH3 peptide; Q07820; GST-MCL1 / FITC-Bim-BH3 fluorescence polarization; inhibition, % at 10.9 µM; 0.68% of 320,000 active; AID 2057;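 active = inhibition above the mean inhibition of all tested compounds plus 3 SD, set per campaign, cut at about 40% in these data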;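 also: 0% = DMSO wells and 100% = unlabeled Bim-BH3 peptide control; higher means more loss of mP so more displacement of Bim peptide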
Target sequence (Q07820 whole entry, looked up): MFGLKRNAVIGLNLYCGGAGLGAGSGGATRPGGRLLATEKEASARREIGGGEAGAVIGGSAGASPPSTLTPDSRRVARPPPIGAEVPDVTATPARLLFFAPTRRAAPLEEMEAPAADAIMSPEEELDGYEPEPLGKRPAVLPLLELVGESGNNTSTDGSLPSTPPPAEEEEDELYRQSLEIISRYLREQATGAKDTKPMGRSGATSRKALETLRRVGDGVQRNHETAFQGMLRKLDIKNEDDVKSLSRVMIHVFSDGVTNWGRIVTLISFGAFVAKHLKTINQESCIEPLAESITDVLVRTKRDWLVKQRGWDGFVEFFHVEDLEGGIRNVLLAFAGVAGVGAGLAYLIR
Efflux pump mplx: antifungal efflux pump inhibition, Nile Red retention | inhibition, % at 10 µM | S. cerevisiae Candida pump triplex | 0.44% of 330,000 active;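 active = plate passing quality check with inhibition over a set limit, or well fluorescence over plate mean plus 4 SD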;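 also: Nile Red retained in pooled yeast measured as flow cytometry median fluorescence; 0% = buffer negative control and 100% = Enniatin B positive control; higher means more Nile Red kept so more efflux inhibition; some compounds called inactive have numbers as strong as hits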
MEX-5 binding: C. elegans MEX-5 TCR-2 RNA binding activity; Q9XUB2; 0.38% of 300,000 active; MEX-5/FITC-TCR2 RNA binding, fluorescence polarization; stronger effect = lower value; activity score (negative = inhibition of binding), % at 10 µM; AID 1832;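 active = inhibition past about -25% in most replicates, and total fluorescence under double the plate's negative control median, limit read from the data; inconclusive = replicates evenly split on the limit, or fluorescence at least double controls; inactive = too little inhibition in most replicates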;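 also: 0% = DMSO and -100% = 5 µM competing unlabeled TCR2 RNA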
Target sequence (Q9XUB2 whole entry, looked up): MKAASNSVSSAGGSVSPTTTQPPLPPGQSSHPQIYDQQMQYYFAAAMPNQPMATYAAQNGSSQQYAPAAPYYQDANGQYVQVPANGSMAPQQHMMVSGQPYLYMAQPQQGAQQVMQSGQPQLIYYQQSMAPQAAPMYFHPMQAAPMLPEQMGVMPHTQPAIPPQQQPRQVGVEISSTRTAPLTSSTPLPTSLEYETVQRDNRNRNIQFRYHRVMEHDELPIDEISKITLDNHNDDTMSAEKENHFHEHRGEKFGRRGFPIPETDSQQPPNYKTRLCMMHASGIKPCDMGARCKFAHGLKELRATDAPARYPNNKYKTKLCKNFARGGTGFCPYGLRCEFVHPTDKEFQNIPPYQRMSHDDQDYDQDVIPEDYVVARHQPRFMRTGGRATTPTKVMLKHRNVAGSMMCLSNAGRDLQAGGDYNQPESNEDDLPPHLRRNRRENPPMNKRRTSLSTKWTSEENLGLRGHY
GRK2 inh: blocks RNA aptamer binding to human GRK2 | P25098 | bead flow cytometry, FAM-aptamer displacement from GRK2 | inhibition of aptamer binding, % at 10 µM | 0.59% of 330,000 active | AID 488847;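 active = inhibition of aptamer binding above 40%, roughly 3 SD of noise, on plates passing a quality check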;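 also: median bead fluorescence of bound FAM aptamer so fluorescent compounds give negative values; no value below 0 was filed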
VLA-4 inh: inhibition in a human VLA-4 binding assay. P13612. VLA-4 expressing cells, ligand binding flow cytometry. inhibition, % (about 7 µM as worked out from the volumes in the protocol). 0.2% of 330,000 active. AID 2557; in the data active = inhibition above about 50%
PME-1 primary: PME-1 (human) inhibition; Q9Y570; recombinant PME-1, FP-Rh probe fluorescence polarization; inhibition, % at 5.9 µM; 0.53% of 320,000 active; AID 2130;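 active = inhibition above the campaign mean of all compounds plus 3 SD, cut at about 26% in these data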;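 also: competitive labeling of PME-1 active site by serine hydrolase directed probe; 0% = PME-1 with DMSO and 100% = wells lacking PME-1 enzyme; inhibitors block probe labeling so polarization falls and inhibition rises; many of its hits are not listed in these tables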
BCLXL inh: blocks human Bcl-xL binding to Bim BH3 peptide; Q07817; GST-Bcl-xL / FITC-Bim BH3 peptide fluorescence polarization; inhibition, % at 10.9 µM; 0.7% of 320,000 active;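 active = inhibition above the mean of all tested compounds plus 3 SD, cutoff set per campaign, cut at about 30% in these data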;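 also: 0% = DMSO wells and 100% = unlabeled Bim-BH3 peptide competitor; inhibitors lower millipolarization by displacing the labeled peptide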
Target sequence (Q07817 whole entry, looked up): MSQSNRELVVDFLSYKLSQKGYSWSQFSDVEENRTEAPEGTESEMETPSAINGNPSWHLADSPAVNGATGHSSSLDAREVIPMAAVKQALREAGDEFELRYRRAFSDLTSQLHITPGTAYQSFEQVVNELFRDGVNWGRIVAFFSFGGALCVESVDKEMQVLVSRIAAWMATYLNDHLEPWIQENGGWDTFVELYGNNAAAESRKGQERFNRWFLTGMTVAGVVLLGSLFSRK
GLD-1 TGE inh: GLD-1-TGE RNA interaction inhibition (C. elegans); 0.44% of 320,000 active; inhibition, % at 5.96 µM; purified GLD-1 + fluorescein TGE RNA, fluorescence polarization;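 active = percent inhibition above a per-plate cutoff, the plate mean of test compounds plus 3 SD, cut at about 30% in these data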;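 also: 0% = DMSO wells with GLD-1 and probe and 100% = wells lacking GLD-1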
Fam108B inh: blocks mouse Fam108B hydrolase in RBBP9 counter-screen. 0.33% of 300,000 active. inhibition, % at 9.51 µM. recombinant Fam108B, FP-Rh probe fluorescence polarization;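 active = inhibition above the screen mean inhibition plus 3 SD, computed separately per campaign, cut at about 18% in these data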;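 also: inhibitors lower polarization as less probe binds the enzyme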
An asterisk follows results filed as active; ? = inconclusive; nt = not tested or not shown. This is a subset; rates above refer to the full screens.

SMILES | MCL1 BIM primary | Efflux pump mplx | MEX-5 binding | GRK2 inh | VLA-4 inh | PME-1 primary | BCLXL inh | GLD-1 TGE inh | Fam108B inh
CCOc1cc(/C=N/NC(=O)C2CCCC2)ccc1O | -1 | -0.1 | 2.7 | 29 | 8 | 3 | 1 | 4 | 0
CC(OC(=O)CC1CCCCC1)C(=O)Nc1cccc(C#N)c1 (stereo not given) | -2 | 0.3 | 1.3 | 4 | 2 | -5 | 3 | 6 | -2
CCCCOc1ccc(C(=O)Nc2ccncc2)cc1 | 3 | 0.1 | -2.0 | 0 | 12 | -23 | 8 | -2 | -3
CC1=NN(c2ccccc2)C(=O)/C1=C\c1cn(-c2ccccc2)nc1C | -6 | 0.0 | -1.6 | 0 | 9 | 0 | 2 | 9 | 0
CCc1nnc(NC(=O)[C@@H]2CCCN2S(=O)(=O)c2ccc3c(c2)OCCO3)s1 | 6 | -0.1 | 0.6 | 0 | 4 | 2 | 1 | 4 | -3
O=C(NCCCN1CCCC1=O)c1cc(COc2ccc(F)cc2F)on1 | -9 | -0.2 | -3.0 | 0 | 14 | 3 | 3 | -4 | 1
CCN(CC)c1ccc2c(c1)CCCN2 | 128* | 0.0 | -7.7 | 4 | -72 | 1 | 105* | 90* | 2
Cc1nnc(NC(=O)CSCc2ccccc2)s1 | -3 | 0.2 | 0.3 | 7 | 0 | 5 | 3 | -5 | 4
CC(Oc1ccc(Br)cc1Cl)C(=O)Nc1ccncc1 (stereo not given) | 2 | 0.0 | -0.9 | 0 | 1 | -1 | 2 | 5 | -2
CC(C)CC(=O)c1c[nH]c(C(=O)NCC2CCCO2)c1 (stereo not given) | 0 | 0.1 | 0.4 | 0 | 8 | -7 | 0 | -4 | -17
O=c1c2ccccc2[nH]c2ccc(F)cc12 | 4 | 0.0 | -1.3 | 0 | -1 | -4 | 6 | -5 | -4
COc1ccc(CCN(C(=O)/C=C/C(=O)O)C2CC(=O)N(c3ccccc3)C2=O)cc1 (stereo not given) | 3 | 0.0 | 1.5 | 0 | -3 | -4 | 2 | -5 | 1
CCc1nnc(NC(=O)CSc2nnc(-c3ccc(NS(=O)(=O)c4ccccc4)cc3)o2)s1 | 6 | 0.1 | nt | 0 | 0 | 11 | 2 | -1 | 5
CC(C)Oc1cccc(C(=O)C2CCCN(Cc3ccc4nonc4c3)C2)c1 (stereo not given) | 6 | -0.4 | 0.3 | 1 | 1 | 3 | 8 | 1 | -1
CCN(CC(=O)Nc1c(F)cccc1F)C(=O)CSc1nc2ccccc2o1 | -1 | 0.0 | 2.4 | 0 | 0 | -4 | 0 | -2 | 4
Fc1ccc(NCc2nnc(SCc3nnc(-c4ccccc4)o3)n2CC2CCCO2)cc1 (stereo not given) | -4 | 0.1 | -2.5 | 0 | 2 | -4 | -3 | 4 | 0
O=C1C2C(c3cccc(/C=C/c4ccccc4)c3)CC=CC2C(c2ccc3ccccc3c2)N1Cc1ccccc1 (stereo not given) | 3 | 0.2 | 2.7 | 0 | 17 | -1 | 5 | -10 | -3
Cc1cccc(NS(=O)(=O)c2ccc(C(=O)N3CCN(c4ccccc4O)CC3)cc2)c1C | 7 | 0.3 | 0.5 | 5 | 4 | 9 | 5 | 0 | 4
Cn1nc(C(F)(F)F)c(-c2ccc(F)cc2)c1NC(=O)Nc1ccc(F)cc1 | -2 | -0.1 | 0.1 | 0 | 15 | -5 | 4 | 3 | -3
O=c1c2ccc([N+](=O)[O-])c3cccc(c32)c2nc3ccccc3n12 | 16 | 0.4 | -0.9 | 1 | -207 | 1 | 12 | 15 | 5
Cc1ccccc1CSCCNC(=S)Nc1ccccc1 | 9 | 0.0 | ? | 8 | -5 | 3 | -4 | 13 | -4
CCN(CC)CCCNc1nnc(C)c(=O)[nH]1 | 12 | -0.4 | 5.5 | 0 | -7 | -3 | 4 | 0 | 4
CNC(=O)C(=O)Nc1cc2c3c(c1)CCC(=O)N3CCC2 | 5 | 0.2 | -0.2 | 1 | 7 | -3 | 2 | 1 | -4
CCN1CCN(S(=O)(=O)c2ccc(Cl)c(C(=O)NC(C)c3ccccc3Cl)c2)CC1 (stereo not given) | 1 | 0.3 | 2.5 | 0 | 9 | -1 | 2 | 7 | -1
COc1ccc(C(CNC(=O)C2CCN(S(=O)(=O)c3ccc(F)cc3)CC2)N(C)C)cc1 (stereo not given) | -10 | -0.1 | -0.1 | 0 | 24 | 4 | -9 | 3 | -2

2 entries from above in a different format.
Molecule,MCL1 BIM primary,Efflux pump mplx,MEX-5 binding,GRK2 inh,VLA-4 inh,PME-1 primary,BCLXL inh,GLD-1 TGE inh,Fam108B inh
CC1=NN(c2ccccc2)C(=O)/C1=C\c1cn(-c2ccccc2)nc1C,-6,0.0,-1.6,0,9,0,2,9,0
O=c1c2ccccc2[nH]c2ccc(F)cc12,4,0.0,-1.3,0,-1,-4,6,-5,-4

(further entries)
SMILES | MCL1 BIM primary | Efflux pump mplx | MEX-5 binding | GRK2 inh | VLA-4 inh | PME-1 primary | BCLXL inh | GLD-1 TGE inh | Fam108B inh
CN(C)CCNC(=O)c1cc2c(s1)-c1ccc(Cl)cc1SC2 | nt | 0.1 | 1.7 | 0 | 38 | nt | nt | nt | nt
Cc1ccc(C(=O)N/C(=C/c2ccco2)C(=O)NCc2ccco2)cc1 | 11 | 0.1 | -1.7 | 4 | -3 | -9 | 17 | -4 | -2
CC(=O)NC1C(OCc2ccccc2)OC2COC(C)(C)OC2C1O (stereo not given) | -1 | 0.1 | 2.2 | 5 | 5 | -1 | 4 | -2 | 3
COc1ccc(S(=O)(=O)N2CCOCC2)cc1NC(=O)C1COc2ccccc2O1 (stereo not given) | 5 | -0.1 | 3.6 | 0 | -8 | 22 | 2 | 0 | 2
CCOC(=O)CNc1c(-c2ccc(O)cc2)nc2ccccn12 | -3 | 0.0 | -0.1 | 2 | 14 | 3 | -2 | -12 | 3
Cc1cc(C)c(NC(=O)CSc2nncn2-c2cccnc2)c(C)c1 | 5 | 0.1 | 0.4 | 2 | -1 | -2 | 6 | 4 | 3
Cn1c(=O)c2c(nc(N3CCOCC3)n2CCNC2=NCCC2)n(C)c1=O | 3 | 0.1 | 0.6 | 83* | 4 | 5 | 4 | 0 | 3
CCCn1nc(Oc2nc(NCC)nc(NCC)n2)ccc1=O | 9 | -0.1 | -0.2 | 0 | 8 | 7 | 1 | -3 | -1
Cn1nnnc1Sc1ncnc2scc(-c3cccc4ccccc34)c12 | nt | -0.2 | nt | 0 | -6 | nt | nt | -3 | nt
O=C1NC(c2ccccc2)(C(F)(F)F)SC2=CCCCCN12 (stereo not given) | 7 | -0.1 | 0.0 | 1 | 14 | 0 | 2 | -4 | -4
COCc1c(Br)c(C)nc(OCC(=O)O)c1C#N | 7 | -0.1 | 0.3 | 4 | -11 | 1 | 9 | -4 | 1
CCOc1cc(C2NC(=O)NC2=O)ccc1O (stereo not given) | 4 | -0.1 | -0.1 | 2 | 5 | 3 | 8 | 7 | 0
COc1ccc(S(=O)(=O)N2CCc3ccccc3C2)cc1 | 5 | 0.1 | 3.1 | 0 | -3 | 3 | 4 | -1 | -2
COc1ccc(NC(=O)c2cc(Br)c(Br)s2)cn1 | 2 | 0.2 | -2.1 | 1 | 5 | -9 | 4 | 3 | -14
CC(C)c1ccc(-c2nc3ccccc3s2)cc1 | 6 | 0.1 | 0.1 | 0 | 3 | 1 | 11 | 10 | -1
O=C(NCc1ccc2c(c1)OCO2)C1CCC(=O)N1C1CCCC1 (stereo not given) | 4 | 0.0 | -3.2 | 1 | 13 | -4 | 2 | -5 | 0
CCn1c(SCC(=O)NC(C)(C)C)nnc1-c1ccncc1 | -5 | 0.3 | -0.3 | 0 | 7 | 4 | 0 | 3 | 2
CCOc1ccc(CN2CCNC(=O)C2CC(=O)NCC2CCOCC2)cc1 (stereo not given) | 11 | 0.0 | 0.0 | 5 | 5 | -1 | 15 | 1 | 1
CCCCc1c(C)nc2c(OC)cccc2c1SCC(=O)O | 8 | 0.0 | 0.2 | 0 | 4 | 3 | 6 | -5 | -1
O=C(COc1ccc(F)cc1)N1CCc2ccccc2C1 | 4 | 0.0 | 1.5 | 0 | 8 | -2 | 5 | -3 | 1
COCCN(C(=O)CCC(=O)Nc1ccccn1)C(C(=O)NC(C)C)c1ccc(Cl)cc1 (stereo not given) | 3 | -0.1 | -1.3 | 1 | 11 | 3 | 5 | 4 | 2
COc1ccc(NC(=O)C(c2ccc(OC)cc2)N(C)C(=O)Cc2cccs2)cc1 (stereo not given) | -10 | -0.1 | 1.1 | 0 | -10 | 0 | -3 | 11 | 5
Cc1ccc(OCC(=O)NCCN2CCCC2)cc1 | -1 | 0.1 | -1.9 | 0 | 17 | -2 | -8 | -2 | 3
COc1cccc(C=NCCNC(=O)c2nonc2N)c1O | 8 | 0.0 | nt | 0 | 4 | -6 | 5 | -6 | -1
CCOC(=O)C1C(=O)OC2(CCCCC2)C1C(=O)OCC (stereo not given) | 5 | -0.1 | 0.9 | 1 | -12 | 2 | 6 | -4 | -4

Following part
SMILES | MCL1 BIM primary | Efflux pump mplx | MEX-5 binding | GRK2 inh | VLA-4 inh | PME-1 primary | BCLXL inh | GLD-1 TGE inh | Fam108B inh
O=C(c1ccc2c(c1)OCO2)N(c1ccccc1)C1C=CS(=O)(=O)C1 (stereo not given) | 7 | -0.1 | nt | 1 | 14 | -1 | 5 | 4 | 6
COc1ccc(Cl)cc1C(=O)Nc1nc(C)cc(C)n1 | 2 | 0.3 | -0.1 | 0 | 3 | 1 | 2 | -6 | 2
CNC(=O)CN1C(=O)NC2(CCc3ccccc3C2)C1=O (stereo not given) | 0 | -0.1 | 1.0 | 2 | -1 | -5 | 2 | 5 | 0
Cc1ccc(-c2c[n+](CC(=O)c3ccc(Br)cc3)c3n2CCCCC3)cc1 | -5 | -0.1 | 1.1 | 0 | 10 | 0 | -1 | 5 | -1
Cc1ccc(OCC(=O)Nc2ccccc2-c2ccccc2)cc1 | -6 | 0.1 | 1.5 | 0 | -4 | 1 | 5 | 2 | 4
COc1ccc(N(C(=O)C2COc3ccccc3O2)C(C(=O)NC2CCCCC2)c2ccccc2)cc1OC (stereo not given) | 1 | 0.9 | -1.0 | 1 | 18 | 3 | 5 | 0 | -2
O=C(NCCc1ccc(F)cc1)c1cc([N+](=O)[O-])ccc1N1CCOCC1 | 3 | -0.1 | -2.3 | 2 | -2 | 2 | 4 | 5 | 8
Cc1ccc2nc(N(CCN(C)C)C(=O)c3cc(Cl)sc3Cl)sc2c1 | -1 | 0.0 | -0.8 | 0 | 8 | -4 | 4 | 4 | 4
Cn1c(Cc2ccccc2)nnc1SCC(=O)N1CCCCC1 | 0 | 0.1 | -1.5 | 0 | -11 | -3 | 5 | 0 | 6
CCCCCN(C(=O)CCC(=O)OCC(=O)N1CCCC(C)C1)c1c(N)n(CCCC)c(=O)[nH]c1=O (stereo not given) | -5 | -1.8 | -3.5 | 2 | -3 | -4 | 4 | -4 | 4
NC(CSS(=O)(=O)O)=NCCC12CC3CC(CC(O)(C3)C1)C2 | 11 | 0.2 | 3.4 | 0 | -1 | -1 | 8 | -2 | 0
Cc1cc(C(=O)Nc2nnc(C(F)(F)F)s2)cs1 | 0 | -0.1 | -0.8 | 0 | 3 | -6 | 5 | 8 | 2
CCc1ccc(N2CC(C(=O)NC3CC3)CC2=O)cc1 (stereo not given) | 1 | 0.0 | -0.5 | 0 | 2 | -6 | 7 | -2 | -1
